# Screening results deposited in PubChem by several laboratories.
# Bcl-B displacement: displacers of TR3 peptide from Bcl-B, primary screen, selectivity assay for Bfl-1 inhibitor project, biochemical, fluorescence polarization. FP displacement of FITC-TR3 peptide from Bcl-B; higher % means a stronger effect. one-dose displacement, % at 20 µM; IC50 in µM for titrated hits. hit rate 0.11% among 96,000. AID 748;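 active = displacement above 50% at 20 µM plus a fluorescence interference ratio under 1.5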;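 also: plate controls were wells without compound for no effect and wells lacking Bcl-B protein for full effect; a part of the inactive calls stands beside numbers as strong as those of hits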
# NFkB transloc pot: enhances IL-1B driven NFkB nuclear translocation; activation, % at 2 µM; HUVEC IL-1B NFkB p65 nuclear translocation imaging; hit rate 0.3% among 94,000;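 active = activation above 40%, about the mean plus 3 SD, also judged a hit on visual image review; inconclusive = activation above 40% but not a hit on visual review; inactive = activation not above 40% and no visual hit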;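 also: percent activation is computed from the nuclear over cytoplasmic p65 intensity ratio; values of inactives mirror those of a sister screen read the other way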
# PLAP inhibition: PLAP enzyme inhibitors, biochemical, luminescence, HTS (AID 690) | purified PLAP, luminescent substrate; higher % means a stronger effect | inhibition, % at 20 µM; hits with a dose series show IC50 in µM | hit rate 0.08% among 96,000; in the data active = a potency from the dose series; inactive = the rest, 99 in 100 with inhibition below about 30%; also: strong numbers were not always called active
# NFkB transloc inh: blocks IL-1B driven NFkB nuclear translocation in HUVEC cells. HUVEC IL-1B NFkB p65 nuclear translocation imaging. inhibition, % at 2 µM. hit rate 0.43% among 94,000;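 active = inhibition above about 30% together with a positive call from visual inspection of the well image, limit read from the data; inconclusive = inhibition above a set limit but visual check negative; inactive = inhibition not above a set limit, visual check negative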;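 also: nuclear over cytoplasmic p65 intensity ratio measured by imaging; 0% = IL-1B stimulated DMSO wells and 100% = unstimulated DMSO wells; values of inactives mirror those of a sister screen read the other way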
# MRP resist rev: MRP-mediated drug resistance reversal; differential viability (reversal), % at 10 µM; AID 602; hit rate 0.04% among 85,000; H69AR cells + 2 uM doxorubicin, CellTiter-Glo, 72 h;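 active = viability drop by adding the cancer drug above about 55%, with treated viability meeting a 40% cutoff, limit read from the data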;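 also: viability without doxorubicin minus viability with 2 µM doxorubicin for each compound; larger differential means the compound sensitizes cells more to doxorubicin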
# MRP resist rev cytotoxicity: recorded beside MRP resist rev, whose call it bears; viability, %; H69AR cells, CellTiter-Glo, 72 h; measured here: cytotoxicity without doxorubicin
# MRP resist rev with doxorubicin: further read-out of MRP resist rev, marked with its call; viability, %; measured here: viability with 2 uM doxorubicin; active compounds read low
# NFkB transloc inh cell count 2 µM: recorded beside NFkB transloc inh, whose call it bears; cell count; measured here: cells passing quality filter;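 raw number of nuclei counted in each imaged well without normalization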
# NFkB transloc pot cell count 2 µM: also measured in NFkB transloc pot; calls as there; cell count; measured here: cells passing quality filter
# * marks the source's active call; other numbers are inactive results; ? = inconclusive; · = no result given. These rows are one share of the data. The share of hits here may be higher or lower than overall.
# Values run as follows: Bcl-B displacement | NFkB transloc pot | NFkB transloc pot cell count 2 µM | PLAP inhibition | NFkB transloc inh | NFkB transloc inh cell count 2 µM | MRP resist rev | MRP resist rev cytotoxicity | MRP resist rev with doxorubicin
1. COc1ccc(NC(=O)C2CCCO2)cc1Cl (stereo not given)
    19.8% | -2.8 | 146 | 15.0% | 2.8 | 146 | -4.1 | 99.1 | 103.3
2. Cc1sc2ncnc(OCC(=O)NCC3CCCO3)c2c1C (stereo not given)
    13.1% | 4.2 | 112 | -4.9% | -4.2 | 112 | -12.4 | 81.4 | 93.8
3. Cc1oc(/N=C/c2ccc(Cl)cc2Cl)c(C#N)c1C
    -35.4% | · | · | -38.3% | · | · | 9.8 | 99.1 | 89.3
4. COC(=O)CSC1=C(C#N)C(c2cccc(F)c2)CC(=O)N1 (stereo not given)
    -5.2% | 1.0 | 128 | 8.3% | -1.0 | 128 | -30.0 | 28.4 | 58.4
5. CCN(CC)S(=O)(=O)c1ccc(N(C)Cc2cccnc2)nc1
    -9.9% | 11.8 | 98 | -89.6% | -11.8 | 98 | 7.1 | 86.3 | 79.1
6. O=C(Cn1cnc2ccccc2c1=O)c1c[nH]c2ccccc12
    4.6% | 28.8 | 96 | 4.8% | -28.8 | 96 | 2.7 | 89.1 | 86.4
7. Cc1ccc(Cn2c(=O)n(CCC(=O)NCc3ccc4c(c3)OCO4)c(=O)c3ccccc32)cc1
    -3.4% | -10.8 | 175 | -52.5% | 10.8 | 175 | 8.2 | 99.5 | 91.2
8. Cc1cc(CCN2CCC(=O)NC2=O)ccc1OC(C)C
    1.1% | -13.6 | 111 | -0.9% | 13.6 | 111 | 15.2 | 102.1 | 86.9
9. Cc1c(Br)c([N+](=O)[O-])nn1CC(=O)NCc1cccs1
    2.8% | -13.5 | 96 | 3.5% | 13.5 | 96 | · | · | ·
10. Cc1cccc(-c2nnc(SCC#N)n2Cc2ccccc2)c1
    -4.0% | 16.6 | 172 | -16.4% | -16.6 | 172 | -13.8 | 52.9 | 66.7
11. COc1cc(OC)cc(C(=O)Nc2ccc(-c3nc4ccccc4o3)c(O)c2)c1
    -43.0% | 4.5 | 187 | -1.7% | -4.5 | 187 | · | · | ·
12. COc1cc(NC(=O)C2CCCN2S(=O)(=O)c2cccc3cccnc23)cc(OC)c1OC (stereo not given)
    0.2% | · | · | 11.0% | · | · | · | · | ·
13. Fc1ccc(CSc2nc3ccccc3[nH]2)c2ccccc12
    -25.2% | 14.6 | 183 | -10.5% | -14.6 | 183 | 6.7 | 60.7 | 54.0
14. COc1cccc(NC2=CC(=O)CC(C)(C)C2)c1
    -6.3% | · | · | 0.2% | · | · | 9.2 | 94.4 | 85.2
15. CCCOC(=O)C1[C@H]2C(=O)N(Cc3ccco3)C[C@]23C=C[C@H]1O3 (stereo not given in full)
    -3.7% | ? | · | -63.6% | -44.5 | 130 | -14.4 | 83.0 | 97.5

# Two entries drawn at random from those above:
# Values run as follows: Bcl-B displacement | NFkB transloc pot | NFkB transloc pot cell count 2 µM | PLAP inhibition | NFkB transloc inh | NFkB transloc inh cell count 2 µM | MRP resist rev | MRP resist rev cytotoxicity | MRP resist rev with doxorubicin
12. COc1cc(NC(=O)C2CCCN2S(=O)(=O)c2cccc3cccnc23)cc(OC)c1OC (stereo not given)
    0.2% | · | · | 11.0% | · | · | · | · | ·
15. CCCOC(=O)C1[C@H]2C(=O)N(Cc3ccco3)C[C@]23C=C[C@H]1O3 (stereo not given in full)
    -3.7% | ? | · | -63.6% | -44.5 | 130 | -14.4 | 83.0 | 97.5

# Later entries.
# Values run as follows: Bcl-B displacement | NFkB transloc pot | NFkB transloc pot cell count 2 µM | PLAP inhibition | NFkB transloc inh | NFkB transloc inh cell count 2 µM | MRP resist rev | MRP resist rev cytotoxicity | MRP resist rev with doxorubicin
16. Cc1c(C)n(C(=O)CN2CCC(C)CC2)c2ccccc12
    2.2% | -1.9 | 161 | 3.2% | 1.9 | 161 | -0.3 | 84.4 | 84.7
17. COc1ccc(-c2nc3ccccc3c(=O)o2)cc1OC
    0.7% | 11.9 | 178 | -15.2% | -20.0 | 129 | · | · | ·
18. CC(C)Oc1ccc(C(=O)N/N=C/c2ccc(-c3ccc(S(=O)(=O)Nc4ncccn4)cc3)o2)cc1
    -82.4% | 6.3 | 173 | -89.3% | -6.3 | 173 | 13.2 | 96.6 | 83.4
19. N/C(=N\OC(=O)c1ccccc1[N+](=O)[O-])c1cccnc1
    -6.7% | 11.1 | 116 | 9.9% | -11.1 | 116 | · | · | ·
20. Cc1ccc2[nH]c3nc(SCCN4CCOCC4)nnc3c2c1
    -4.0% | · | · | -42.2% | · | · | -0.1 | 94.5 | 94.6
21. CN1CCN(CCC(=O)Nc2ccccc2Cl)CC1
    · | 0.5 | 123 | · | -0.5 | 123 | 25.5 | 95.9 | 70.4
22. COc1ccc(/C=N/NC(=O)CC(=O)NCCc2ccccc2)cc1OC
    -0.8% | 0.2 | 163 | -0.8% | -0.2 | 163 | · | · | ·
23. O=C(C1CCN(c2ncnc3c2sc2cccc(F)c23)CC1)N1CCOCC1
    -17.3% | 15.6 | 169 | -34.8% | -15.6 | 169 | -6.2 | 67.3 | 73.5
24. Cc1[nH]n(-c2ccc([N+](=O)[O-])cc2)c(=O)c1C=NCCN1CCN(C(=O)c2ccc(Br)cc2)CC1
    4.3% | 3.5 | 198 | -23.8% | -3.5 | 198 | 19.2 | 39.5 | 20.4
25. CCCOc1ccc(C2/C(=C(/O)c3ccccc3)C(=O)C(=O)N2CCCN(C)C)cc1OC (stereo not given)
    · | 24.0 | 109 | · | -24.0 | 109 | -10.4 | 88.7 | 99.0
26. CCS(=O)(=O)N1CCC(C(=O)NCCC2=CCCCC2)CC1
    14.3% | -7.8 | 117 | -2.2% | 7.8 | 117 | -0.1 | 91.6 | 91.7
27. COc1ccc2nc(C)c3cc(C)oc3c2c1
    -12.8% | 8.3 | 17 | -42.3% | -8.3 | 17 | 13.2 | 87.6 | 74.4
28. CC#CCCCC(=O)Nc1ccc(C(=O)O)cc1
    -5.9% | 0.5 | 82 | 19.9% | -0.5 | 82 | 4.7 | 98.0 | 93.3
29. O=C(Nc1ccc(Cl)c(Cl)c1)Nc1cc(C(=O)N2CCOCC2)ccc1N1CCCCC1
    · | 18.2 | 137 | · | -18.2 | 137 | -19.0 | 86.0 | 105.0
30. Cc1ccc(C(=O)CSc2nc3cccnc3n2C)cc1
    -6.5% | 10.9 | 136 | 34.7% | -10.9 | 136 | 11.0 | 92.5 | 81.5
31. CC1=NN(C(=O)c2cccc(Cn3nc(C)c([N+](=O)[O-])c3C)c2)C(O)(C(F)(F)F)C1 (stereo not given)
    3.3% | 0.4 | 243 | -106.4% | -0.4 | 243 | · | · | ·

# Four of the compounds above, with each value named.
18) CC(C)Oc1ccc(C(=O)N/N=C/c2ccc(-c3ccc(S(=O)(=O)Nc4ncccn4)cc3)o2)cc1
  Bcl-B displacement = -82.4%; NFkB transloc pot = 6.3; NFkB transloc pot cell count 2 µM = 173; PLAP inhibition = -89.3%; NFkB transloc inh = -6.3; NFkB transloc inh cell count 2 µM = 173; MRP resist rev = 13.2; MRP resist rev cytotoxicity = 96.6; MRP resist rev with doxorubicin = 83.4

31) CC1=NN(C(=O)c2cccc(Cn3nc(C)c([N+](=O)[O-])c3C)c2)C(O)(C(F)(F)F)C1 (stereo not given)
  Bcl-B displacement = 3.3%; NFkB transloc pot = 0.4; NFkB transloc pot cell count 2 µM = 243; PLAP inhibition = -106.4%; NFkB transloc inh = -0.4; NFkB transloc inh cell count 2 µM = 243; MRP resist rev = ·; MRP resist rev cytotoxicity = ·; MRP resist rev with doxorubicin = ·

16) Cc1c(C)n(C(=O)CN2CCC(C)CC2)c2ccccc12
  Bcl-B displacement = 2.2%; NFkB transloc pot = -1.9; NFkB transloc pot cell count 2 µM = 161; PLAP inhibition = 3.2%; NFkB transloc inh = 1.9; NFkB transloc inh cell count 2 µM = 161; MRP resist rev = -0.3; MRP resist rev cytotoxicity = 84.4; MRP resist rev with doxorubicin = 84.7

29) O=C(Nc1ccc(Cl)c(Cl)c1)Nc1cc(C(=O)N2CCOCC2)ccc1N1CCCCC1
  Bcl-B displacement = ·; NFkB transloc pot = 18.2; NFkB transloc pot cell count 2 µM = 137; PLAP inhibition = ·; NFkB transloc inh = -18.2; NFkB transloc inh cell count 2 µM = 137; MRP resist rev = -19.0; MRP resist rev cytotoxicity = 86.0; MRP resist rev with doxorubicin = 105.0

# Entries by screen from above.
# MRP resist rev with doxorubicin, nos. 17 to 25, in order: ·, 83.4, ·, 94.6, 70.4, ·, 73.5, 20.4, 99.0

# 4 of the entries above in order of their number in Bcl-B displacement, high to low.
item	Molecule	Bcl-B displacement	NFkB transloc pot	NFkB transloc pot cell count 2 µM	PLAP inhibition
26	CCS(=O)(=O)N1CCC(C(=O)NCCC2=CCCCC2)CC1	14.3%	-7.8	117	-2.2%
16	Cc1c(C)n(C(=O)CN2CCC(C)CC2)c2ccccc12	2.2%	-1.9	161	3.2%
20	Cc1ccc2[nH]c3nc(SCCN4CCOCC4)nnc3c2c1	-4.0%	·	·	-42.2%
27	COc1ccc2nc(C)c3cc(C)oc3c2c1	-12.8%	8.3	17	-42.3%
